Source: PubChem (several laboratories)
XIAP antagonists: XIAP antagonists, biochemical, IAP family, fluorescence polarization (AID 1018). XIAP BIR domain, fluorescence polarization peptide displacement; higher % means a stronger effect. displacement, % at 20 µM, or IC50 in µM where a hit was titrated. 200,000 tested, 0.007% active; in the data active = displacement above about 50%; note: a part of the inactive calls stands beside numbers as strong as those of hits
West Nile antiviral: inhibition of WNV-induced cytopathic effect – cell-based, CPE readout (AID 1621); West Nile virus-infected cells, CPE inhibition; higher % means a stronger effect; one-dose CPE inhibition, % at 10 µM; IC50 in µM for titrated hits; 290,000 tested, 0.02% active; in the data active = a potency from the dose series; note: strong numbers were not always called active
Yfh1-off respiration: mitochondrial function rescue without frataxin homolog – Friedreich's ataxia, plus single-dose screen, dose response (AID 1465) | S. cerevisiae Yfh1-off respiration, WST-1 reduction, 72 h; higher fold induction means a stronger effect | one-dose fold induction at 50 µM; EC50 in µM for titrated hits | 220,000 tested, 0.074% active;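 active = fold induction of absorbance versus untreated yeast above a set limit, then at least 30% activation at any dose in follow-up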;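 note: activators that raise dye reduction in frataxin-depleted yeast; strong numbers were not always called active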
RSV antiviral HEp-2: RSV antiviral activity via CPE protection, HEp-2 cells, primary 10 µM value included (AID 2391); CPE inhibition, % at 10 µM; hits with a dose series show IC50 in µM; 310,000 tested, 0.13% active; HEp-2 cells, RSV-induced CPE inhibition; higher % means a stronger effect; in the data active = a potency from the dose series; note: strong numbers were not always called active
CSM14.1 death rescue: rescue of cells from ER stress-induced death, primary screen, 384-well, CSM14.1, thapsigargin, ATP luminescence (AID 1222); CSM14.1 thapsigargin-induced death rescue, ATP luminescence; higher % means a stronger effect; one-dose cellular ATP content (survival), % at 20 µM; EC50 in µM for titrated hits; 190,000 tested, under 10 active;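 active = EC50 below 50 µM in the dose-response confirmation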;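 note: death triggered by thapsigargin at about 15 µM added after 2 h compound pretreatment; cell ATP read after overnight thapsigargin exposure of roughly 18 to 22 hours; normalized against plate controls of thapsigargin alone and 5% DMSO vehicle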
Dengue-2 NS5 capping: Dengue-2 NS5 methyltransferase inhibitors, primary screen, biochemical, confirmation dose response (AID 588689) | inhibition, % at 25 µM; hits with a dose series show IC50 in µM | Dengue-2 NS5 methyltransferase capping enzyme assay, biochemical; higher % means a stronger effect | 340,000 tested, 0.3% active; in the data active = a potency from the dose series
WT yeast gro inh: growth inhibition of WT yeast, mitochondrial fusion screen; inhibition, % at 10 µM; 190,000 tested, 2.1% active; mitochondrial fusion phenotypic screen, WT strain; in the data active = inhibition above about 58%; tested in S. cerevisiae
K1F lysis inhibition: protection from phage-mediated lysis, alamar blue read-out – E. coli UTI89, K1F phage, bacterial capsule biogenesis inhibitors (AID 488966). 340,000 tested, 0.02% active. E. coli UTI89 K1F phage lysis, alamar blue, 2 h; higher % means a stronger effect. one-dose inhibition, % at 100 µM; IC50 in µM for titrated hits;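 active = phage lysis inhibition, versus mean bacterial control, above a set limit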;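 note: capsule biogenesis inhibitors block K1F phage lysis so surviving cells raise fluorescence; higher fluorescence means more inhibition of phage lysis; actives were called in the ten point dose series up to 300 µM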
SV40 large T antigen: TAg ATPase/helicase activity blockers – biochemical (AID 1903); SV40 large T antigen ATPase/helicase inhibition assay; higher % means a stronger effect; inhibition, % at 20 µM, or IC50 in µM where a hit was titrated; 310,000 tested, 0.39% active; in the data active = a potency from the dose series; note: strong numbers were not always called active
WT yeast gro inh mutant strain: recorded beside WT yeast gro inh, whose call it bears; inhibition, %; mitochondrial fusion phenotypic screen, mutant strain inhibition
Dengue-2 NS5 capping pilot replicate: second read-out of Dengue-2 NS5 capping, no call of its own (marks repeat the call); inhibition, %; measured here: pilot screen replicate inhibition
* hit, by the source's call; i = inactive; / = not tested or not shown; [ ] = dose if it differs, or a comment.

SMILES	XIAP antagonists	West Nile antiviral	Yfh1-off respiration	RSV antiviral HEp-2	CSM14.1 death rescue	Dengue-2 NS5 capping	WT yeast gro inh	WT yeast gro inh mutant strain	K1F lysis inhibition	SV40 large T antigen	others
O=C(NC1CCCCC1)C(c1ccco1)N(C(=O)c1csnn1)c1ccccc1 (stereo not drawn)	/	-0.7%	/	0.4%	/	-3%	/	/	0.3%	11%
O=C(CN(Cc1ccccc1Cl)C(=O)Cn1nnc(-c2cccs2)n1)NCC1CCCO1 (stereo not drawn)	-2.7%	-0.9%	i	-0.9%	0.2%	-3%	7	-11	0.1%	22%
O=C(Cc1noc2ccccc12)Nc1ccc2ccccc2c1	-6.0%	-1.3%	i	9.9%	1.2%	-9%	-2	-2	0.3%	9%	Dengue-2 NS5 capping pilot replicate=4.9
c1ccc2c(Oc3ccc4c(c3)OCO4)nncc2c1	-3.2%	0.6%	i	7.1%	-1.0%	3%	7	7	0.7%	17%
COc1cc(CNC(=O)C2CCCC2)cc(OC)c1OC	/	-0.6%	/	0.1%	/	-3%	/	/	0.2%	4%
COc1ccc(Cl)cc1NC(=O)CSc1nc(-c2ccccc2)cc(=O)[nH]1	/	-0.8%	/	20%	/	-4%	/	/	0.3%	3%
CN=C(NC#N)SCC(=O)c1ccc(Cl)cc1Cl	1.3%	/	i	11%	1.2%	-3%	30	21	6.0%	20%
CO/N=C/CC(=O)Nc1ccc(F)cc1F	-2.6%	-0.2%	i	0.4%	1.3%	-6%	-10	11	-0.2%	0%
CSc1cccc(NC(=O)c2nnn(CC(=O)Nc3cc(C)cc(C)c3)c2N)c1	/	0.3%	/	4.1%	/	4%	/	/	0.4%	5%
COCCOC(=O)c1c(NC(=O)CN2CCOCC2)sc(C(N)=O)c1C	-5.4%	0.4%	i	1.9%	5.7%	-12%	-3	-3	-0.8%	-3%
COc1ccc(NC(=O)C2CCN(c3nc(C)nc4c3CCC4)CC2)cc1	-0.4%	-1.2%	i	4.7%	2.9%	-2%	8	4	5.2%	3%
Cc1sc2ncnc(N3CCN(Cc4ccccc4)CC3)c2c1-c1ccc(F)cc1	/	-0.9%	/	20%	/	-8%	/	/	0.0%	4%
Cc1ccn(C(=O)c2ccc(NC(=O)C3CCCCC3)cc2)n1	-8.0%	0.1%	i	7.5%	-0.5%	/	22	8	0.0%	-2%
COc1ccccc1OCC(O)Cn1c(Br)nc2c1c(=O)[nH]c(=O)n2C (stereo not drawn)	-3.3%	-0.1%	i	1.6%	-1.7%	-8%	24	14	0.5%	8%
COC(=O)c1cccc(NC(=O)CCCOc2cccc(C)c2)c1	-1.2%	-0.2%	i	3.5%	1.9%	-6%	2	0	3.2%[50 µM]	6%
CC1CCCCN1C(=O)CCc1nnc(Cc2c[nH]c3ccccc23)o1 (stereo not drawn)	-4.8%	-0.6%	i	1.8%	0.1%	-10%	0	-6	0.2%	0%
O=C(CCN1C(=O)COc2ccccc21)N1CCCCC1	-9.3%	1.5%	i	-0.1%	0.6%	-2%	14	18	5.0%	8%
O=C(NN1CCOCC1)NC12CC3CC(CC(C3)C1)C2	/	0.1%	i	1.8%	/	8%	/	/	-1.4%	0%
COc1cccc(-n2nc(-c3ccnn3-c3ccc(C)cc3)c(=O)n(C)c2=O)c1	-9.1%	-0.3%	i	0.8%	0.5%	1%	-4	-3	-1.9%[50 µM]	3%
CCN(C(=O)COC(=O)CCc1ccccc1)c1ccccc1	/	1.7%	/	2.6%	/	-8%	/	/	0.2%	-2%
CCCCCCc1nnc(NC(=O)c2ccco2)s1	/	-0.8%	/	1.8%	/	-3%	/	/	0.1%	6%	Dengue-2 NS5 capping pilot replicate=1.5
CSc1nc(N)nc(-c2cccs2)c1C#N	-3.4%	0.4%	i	54%	3.8%	-2%	12	3	1.1%[50 µM]	16%
Cc1nnc2c(NCCc3ccccc3)nc3ccccc3n12	/	-0.5%	/	1.5%	/	-1%	/	/	0.2%	3%
O=C(Nc1ccc2c(c1)C(=O)OC2)c1ccccc1Cl	/	0.0%	/	3.1%	/	-3%	/	/	0.7%	-4%
Cc1ccccc1S(=O)(=O)Cc1ccc(C(=O)N2CCN(c3ccccc3F)CC2)o1	/	-0.4%	/	6.0%	/	-5%	/	/	-0.1%	12%

(listing goes on)
SMILES	XIAP antagonists	West Nile antiviral	Yfh1-off respiration	RSV antiviral HEp-2	CSM14.1 death rescue	Dengue-2 NS5 capping	WT yeast gro inh	WT yeast gro inh mutant strain	K1F lysis inhibition	SV40 large T antigen	others
COC(=O)C1=C(CS(=O)(=O)c2ccccc2)NC(=O)NC1c1ccc(O)cc1 (stereo not drawn)	/	0.3%	/	0.2%	/	8%	/	/	0.4%	13%
O=C(/C=N/O)NCCCN1CCCCCC1	-9.1%	-0.4%	i	0.8%	1.7%	-7%	11	2	2.3%	14%
CCOc1ccccc1N1CCN(C(=O)c2ccc3[nH]c4c(c3c2)CCCC4)CC1	-7.9%	-1.2%	i	2.5%	-0.6%	1%	58*	-1.5*	2.6%	2%
CC(NC(=O)c1ccccc1F)C12CC3CC(CC(C3)C1)C2 (stereo not drawn)	/	/	/	-0.4%	/	-8%	/	/	0.6%	7%
O=C1OC2CCC1(c1ccccc1)C2 (stereo not drawn)	-3.7%	0.4%	i	-0.7%	1.8%	5%	-17	-9	0.3%	4%
Cc1ccc(Nc2cc(C)nc3nc(C)nn23)c(C)c1	-10%	/	/	0.7%	-1.9%	-2%	-7	4	-1.2%	7%
Cc1ccc(C)c(NS(=O)(=O)c2cc(C(=O)Nc3cccc(N(C)S(C)(=O)=O)c3)ccc2C)c1	-18%	1.0%	i	5.1%	-2.5%	-2%	5	16	-2.8%	2%
COc1ccc(NS(=O)(=O)c2ccc(NS(C)(=O)=O)cc2)cc1	-6.0%	-0.5%	i	3.4%	-0.6%	-7%	3	-1	0.0%	9%
CSc1nnc(-c2ccc(NC(=O)CCc3ccccc3)cc2)n1C	0.3%	/	/	-1.1%	-3.4%	-8%	10	32	0.6%	4%
CCCCN(C)Cc1c(C)[nH]c2ccc(Cl)cc2c1=O	-6.5%	-0.4%	i	-0.6%	-3.2%	-3%	-8	-8	-0.6%	8%
CCN(CC)C(=O)Nc1cnc2ccccc2c1	-2.8%	0.0%	i	-0.1%	1.5%	-2%	9	-1	0.8%	1%
COc1ccc(CCC(=O)NC2CCCCC2)cc1	/	0.4%	/	2.3%	/	-5%	/	/	2.5%[50 µM]	6%
Cc1nnc(NC(=O)CSc2nnnn2Cc2ccccc2)s1	-5.0%	0.1%	i	0.6%	-2.2%	5%	-4	1	0.1%	4%
COCCOc1ccc(C(F)(F)F)cc1NC(=O)COC(=O)C1=COCCO1	/	/	/	-0.1%	/	5%	/	/	0.8%[50 µM]	1%
Cc1cc2oc(=O)cc(CSc3nnc(C)n3N)c2cc1C(C)C	-1.7%	0.2%	i	1.4%	-0.2%	/	-10	-10	0.0%	2%
N#Cc1c(N2C(=O)c3ccc(C(=O)O)cc3C2=O)sc2c1CCCC2	/	0.5%	/	2.5%	/	0%	/	/	-1.6%	21%
CC(C)CCN(C(=O)CNC(=O)c1cccs1)C(C(=O)NC1CCCCC1)c1cccnc1 (stereo not drawn)	/	-0.3%	i	-1.1%	/	8%	/	/	0.1%	8%
CCC(=O)Nc1ccc(/C(C)=N\NC(=O)c2ccc(OC)cc2)cc1	-3.3%	-0.4%	i	1.3%	0.2%	-4%	1	2	1.3%[50 µM]	6%
Cn1ccnc1C(=O)c1cccc(Br)c1	/	-0.3%	/	1.1%	/	-3%	/	/	0.1%	3%
Cc1cc(OCCn2ccnc2)ccc1C(C)C	-14%	-1.6%	i	0.2%	-2.9%	-1%	25	14	0.4%	5%
N#Cc1cc(-c2ccccc2)cnc1Cl	-6.6%	-0.8%	i	-0.1%	2.1%	0%	0	3	5.2%	2%
Cc1ccc(C(=O)Nc2ccncc2)c(C)c1	/	-2.2%	/	4.1%	/	1%	/	/	0.4%	10%	Dengue-2 NS5 capping pilot replicate=-2.5
CCOC(=O)c1c(S(=O)(=O)N2CCCCC2C)c(C)n(C)c1C (stereo not drawn)	/	0.3%	/	2.1%	/	-8%	/	/	0.2%	25%
CC(C)(C)NC(=O)CCN(/N=C/c1ccncc1)C1=NS(=O)(=O)c2ccccc21	/	0.0%	/	0.8%	/	-1%	/	/	-0.2%	3%
CCOc1cc(C(=O)Nc2cccc(OCC(=O)N3CCOCC3)c2)cc(OCC)c1OCC	/	0.0%	/	2.5%	/	-2%	/	/	-0.1%	4%

(listing goes on)
SMILES	XIAP antagonists	West Nile antiviral	Yfh1-off respiration	RSV antiviral HEp-2	CSM14.1 death rescue	Dengue-2 NS5 capping	WT yeast gro inh	WT yeast gro inh mutant strain	K1F lysis inhibition	SV40 large T antigen	others
Cn1cc(Cl)c(C(=O)OCC(=O)c2ccccc2)n1	/	0.2%	/	3.8%	/	-3%	/	/	0.2%	6%
COC(C[C@@H]1O[C@@H]1[C@@H](O)[C@@H](C)OCc1ccccc1)OC	/	-0.5%	i	/	/	-2%	/	/	1.4%	/
CN1COc2ccc3ccccc3c2C1	-5.1%	0.0%	i	2.7%	-0.7%	-2%	20	10	0.3%	1%
COc1ccc2oc(C(=O)OCC(=O)Nc3cccc(S(=O)(=O)N4CCOCC4)c3)c(C)c2c1	/	/	/	3.2%	/	-9%	/	/	1.2%[50 µM]	10%
Cc1noc(C)c1CSCC(=O)Nc1ccc(S(=O)(=O)C(F)F)cc1	/	/	/	-1.6%	/	1%	/	/	1.1%[50 µM]	2%
COc1ccc(C2C(=O)N(C3CCCCC3)CC(=O)N2CC2COc3ccccc3O2)cc1 (stereo not drawn)	-2.1%	-0.8%	i	-0.1%	3.7%	-1%	9	19	5.7%	7%
CCOc1ccc(C(=O)NC(C)C2COc3ccccc3O2)cc1 (stereo not drawn)	1.6%	-0.4%	i	3.1%	-0.2%	/	19	-1	0.1%	/
COc1ccc(OC)c(C(=O)N2CCC(C(=O)c3ccc(F)cc3)CC2)c1	-0.4%	-1.0%	i	2.1%	-2.8%	-2%	-20	-4	0.8%	7%
COc1ccc2cc(S(=O)(=O)NC3CC(C)(C)NC(C)(C)C3)ccc2c1	/	-0.4%	/	0.9%	/	-2%	/	/	0.1%	9%

Fetched by compound from the list above (6):
SMILES	XIAP antagonists	West Nile antiviral	Yfh1-off respiration	RSV antiviral HEp-2	CSM14.1 death rescue	Dengue-2 NS5 capping	WT yeast gro inh	WT yeast gro inh mutant strain	K1F lysis inhibition	SV40 large T antigen	others
CSc1nnc(-c2ccc(NC(=O)CCc3ccccc3)cc2)n1C	0.3%	/	/	-1.1%	-3.4%	-8%	10	32	0.6%	4%
O=C(CN(Cc1ccccc1Cl)C(=O)Cn1nnc(-c2cccs2)n1)NCC1CCCO1 (stereo not drawn)	-2.7%	-0.9%	i	-0.9%	0.2%	-3%	7	-11	0.1%	22%
COc1ccc(NC(=O)C2CCN(c3nc(C)nc4c3CCC4)CC2)cc1	-0.4%	-1.2%	i	4.7%	2.9%	-2%	8	4	5.2%	3%
O=C(Nc1ccc2c(c1)C(=O)OC2)c1ccccc1Cl	/	0.0%	/	3.1%	/	-3%	/	/	0.7%	-4%
CSc1nc(N)nc(-c2cccs2)c1C#N	-3.4%	0.4%	i	54%	3.8%	-2%	12	3	1.1%[50 µM]	16%
CC(C)(C)NC(=O)CCN(/N=C/c1ccncc1)C1=NS(=O)(=O)c2ccccc21	/	0.0%	/	0.8%	/	-1%	/	/	-0.2%	3%

Rows were taken by chance (roughly 2.2% active in at least one column).
